Bioassay records: PubChem BioAssay, several laboratories
Fam108B counter – counter-screen for RBBP9 inhibitors: inhibitors of mouse Fam108B. 0.33% of 300,000 active. recombinant Fam108B, FP-Rh probe fluorescence polarization. inhibition, % at 9.51 µM;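 active = inhibition above the screen mean inhibition plus 3 SD, computed separately per campaign, cut at about 18% in these data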;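 also: inhibitors lower polarization as less probe binds the enzyme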
CIT2 TOR yeast – yeast TOR pathway CIT2-GFP modulation. 0.065% of 320,000 active. S. cerevisiae CIT2-GFP strain, flow cytometry, 3 h; 100 means same as DMSO wells. GFP response vs DMSO, % at 10 µM;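 active = GFP response relative to DMSO above a set limit, near the screen mean plus 3 SD, cut at about 150% in these data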;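 also: ratio of well median GFP fluorescence to mean of DMSO wells on the plate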
MCL1 BIM primary – disrupts human MCL1 binding to BIM-BH3 peptide. Q07820. GST-MCL1 / FITC-Bim-BH3 fluorescence polarization. inhibition, % at 10.9 µM. 0.68% of 320,000 active. AID 2057;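 active = inhibition above the mean inhibition of all tested compounds plus 3 SD, set per campaign, cut at about 40% in these data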;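 also: 0% = DMSO wells and 100% = unlabeled Bim-BH3 peptide control; higher means more loss of mP so more displacement of Bim peptide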
Target sequence (Q07820 whole entry, looked up): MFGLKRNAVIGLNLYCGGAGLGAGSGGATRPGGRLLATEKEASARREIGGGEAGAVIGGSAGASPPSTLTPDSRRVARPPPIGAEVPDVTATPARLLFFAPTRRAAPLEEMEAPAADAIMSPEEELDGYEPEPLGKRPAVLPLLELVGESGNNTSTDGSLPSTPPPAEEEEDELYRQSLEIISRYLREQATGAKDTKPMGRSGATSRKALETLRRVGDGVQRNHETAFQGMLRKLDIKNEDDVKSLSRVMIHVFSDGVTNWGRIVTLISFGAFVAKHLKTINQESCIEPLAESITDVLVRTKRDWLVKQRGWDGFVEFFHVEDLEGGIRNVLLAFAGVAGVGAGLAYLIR
MEX-5 binding – C. elegans MEX-5 TCR-2 RNA binding activity; Q9XUB2; MEX-5/FITC-TCR2 RNA binding, fluorescence polarization; hits give low values; activity score (negative = inhibition of binding), % at 10 µM; 0.38% of 300,000 active; AID 1832;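 active = inhibition past about -25% in most replicates, and total fluorescence under double the plate's negative control median, limit read from the data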;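 also: 0% = DMSO and -100% = 5 µM competing unlabeled TCR2 RNA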
AGP1 TOR yeast – yeast TOR pathway AGP1-GFP modulation; 0.02% of 320,000 active; S. cerevisiae AGP1-GFP multiplex flow cytometry, 3 h; GFP as percent of DMSO wells; AID 2066; GFP response vs DMSO, % at 10 µM;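 active = GFP response relative to DMSO above a set limit, near screen average plus 3 SD, cut at about 150% in these data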;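 also: median GFP channel fluorescence of the gated AGP1 strain per well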
BCLXL inh – blocks human Bcl-xL binding to Bim BH3 peptide; Q07817; GST-Bcl-xL / FITC-Bim BH3 peptide fluorescence polarization; inhibition, % at 10.9 µM; 0.7% of 320,000 active; AID 2129;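 active = inhibition above the mean of all tested compounds plus 3 SD, cutoff set per campaign, cut at about 30% in these data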;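 also: 0% = DMSO wells and 100% = unlabeled Bim-BH3 peptide competitor; inhibitors lower millipolarization by displacing the labeled peptide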
Target sequence (Q07817 whole entry, looked up): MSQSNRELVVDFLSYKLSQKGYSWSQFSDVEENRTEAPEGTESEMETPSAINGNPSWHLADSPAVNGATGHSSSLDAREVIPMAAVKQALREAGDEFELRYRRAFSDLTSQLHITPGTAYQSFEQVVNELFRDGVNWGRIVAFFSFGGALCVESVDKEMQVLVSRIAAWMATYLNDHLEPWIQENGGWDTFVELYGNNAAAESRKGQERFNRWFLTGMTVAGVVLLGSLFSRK
GLD-1 TGE inh – GLD-1-TGE RNA interaction inhibition (C. elegans) | Q17339 | 0.44% of 320,000 active | purified GLD-1 + fluorescein TGE RNA, fluorescence polarization | inhibition, % at 5.96 µM | AID 2280;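 active = percent inhibition above a per-plate cutoff, the plate mean of test compounds plus 3 SD, cut at about 30% in these data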;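 also: 0% = DMSO wells with GLD-1 and probe and 100% = wells lacking GLD-1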
Target sequence (Q17339 whole entry, looked up): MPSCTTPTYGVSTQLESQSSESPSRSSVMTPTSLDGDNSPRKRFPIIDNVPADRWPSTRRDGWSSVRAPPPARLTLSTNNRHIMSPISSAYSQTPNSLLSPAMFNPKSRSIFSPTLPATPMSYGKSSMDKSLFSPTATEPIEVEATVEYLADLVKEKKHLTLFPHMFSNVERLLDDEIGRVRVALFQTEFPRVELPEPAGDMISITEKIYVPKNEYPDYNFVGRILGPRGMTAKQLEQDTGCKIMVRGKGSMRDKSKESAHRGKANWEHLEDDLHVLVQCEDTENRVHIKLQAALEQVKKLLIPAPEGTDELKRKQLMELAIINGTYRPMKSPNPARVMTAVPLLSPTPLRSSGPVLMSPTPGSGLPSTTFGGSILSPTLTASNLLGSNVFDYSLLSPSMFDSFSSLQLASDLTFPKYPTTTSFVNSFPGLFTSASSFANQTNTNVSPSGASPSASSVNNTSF
GRK2 aptamer HTS – inhibitors of human GRK2 displacing RNA aptamer. bead flow cytometry, FAM-aptamer displacement from GRK2. P25098. AID 488847. 0.59% of 330,000 active. inhibition of aptamer binding, % at 10 µM;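 active = inhibition of aptamer binding above 40%, roughly 3 SD of noise, on plates passing a quality check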;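 also: median bead fluorescence of bound FAM aptamer so fluorescent compounds give negative values; no value below 0 was filed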
VLA-4 inh – inhibition in a human VLA-4 binding assay | AID 2557 | 0.2% of 330,000 active | inhibition, % (about 7 µM as worked out from the volumes in the protocol) | P13612 | VLA-4 expressing cells, ligand binding flow cytometry; in the data active = inhibition above about 50%
* = called active by the depositor; / = not tested or not shown; [ ] = remark or other dose.

nr	SMILES	Fam108B counter	CIT2 TOR yeast	MCL1 BIM primary	MEX-5 binding	AGP1 TOR yeast
1	O=C1c2ccccc2S(=O)(=O)N1Cc1ccccc1[N+](=O)[O-]	-3	104	0	1.2	103
2	CN(C)CCCNC(=O)c1ccc(=O)[nH]n1	0	92	24	0.2	103
3	Cc1ccc(S(=O)(=O)N2CCN(C(=O)c3sccc3-c3ccccc3)CC2)cc1	0	105	3	0.8	90
4	COc1ccc(N(CC(=O)Nc2cccnc2)S(=O)(=O)c2ccc(C)cc2)cc1Cl	-3	105	6	0.5	101
5	CCN(CC)c1nc2n(c(=S)n1)CCS2	-2	96	7	0.6	101
6	O=C(CCNC(=O)c1ccc(Br)cc1)NCCCc1ccccc1	0	92	-2	1.7	108
7	COc1ccc(CC(=O)Nc2nc3ccc(F)cc3s2)cc1S(=O)(=O)N1CCOCC1	-2	99	-1	2.5	95
8	CSc1ncccc1C(=O)N1CCN(S(=O)(=O)c2ccc(F)cc2)CC1	0	108	3	0.3	102
9	CC(c1ccccc1)n1c(N2CCN(C)CC2)nc2c1c(=O)[nH]c(=O)n2C (stereo unspecified)	1	93	-2	0.7	91
10	CSc1nc(O)c(Cc2ccccc2)c(=O)[nH]1	2	99	-2	-2.0	98
11	Cc1ccc(C(=O)OC(C)C(=O)NC2CCCCC2C)s1 (stereo unspecified)	/	95	5	/	103
12	Cc1nc(SCC(=O)c2cc3ccccc3oc2=O)c(C#N)c(-c2ccccc2)c1C(=O)Nc1ccccc1	-2	100	0	-2.4	91

nr	BCLXL inh	GLD-1 TGE inh	GRK2 aptamer HTS	VLA-4 inh
1	-1	12	1	16
2	21	22	1	4
3	1	3	12	-2
4	7	-3	0	3
5	2	-2	0	6
6	1	1	0	8
7	4	4	2	-6
8	1	6	0	13
9	6	5	0	12
10	-2	9	0	-4
11	-1	2	0	-3
12	2	-3	0	5

The results go on:
nr	SMILES	Fam108B counter	CIT2 TOR yeast	MCL1 BIM primary	MEX-5 binding	AGP1 TOR yeast
13	Cn1c(SCC(=O)NCCN2C(=O)CSC2=O)nnc1-c1ccccc1	0	99	6	2.1	98
14	CCN(CC)CC(O)COCCC12CC3CC(CC(C3)C1)C2 (stereo unspecified)	-5	96	4	-0.7	96
15	CCO[C@H]1OC(C(=O)N2CCCCCCC2)=C[C@@H](C2CCCCC2)[C@@H]1CCCO	0	94	8	2.4	94
16	Cc1ccc(/C=N/NC(=O)c2nnn(-c3nonc3N)c2CN(C)C)o1	-3	102	0	-2.3	100
17	Cn1c(SCc2ccc(F)cc2)nnc1-c1ccncc1	/	102	/	1.8	98
18	O=[N+]([O-])c1nn(-c2ccc3c(c2)OCCO3)n(O)c1=Nc1ccccc1	-1	96	9	1.2	91
19	CC(C)(C)n1nc2c(c1NC(=O)c1ccccc1S(=O)(=O)C(F)F)CS(=O)(=O)C2	-3	104[may fluoresce green]	-4	-0.4	106[may fluoresce green]
20	O=C(NC1CCCCC1)N1CCN(c2ccccc2)CC1	0	102	8	1.6	102
21	O=C(NN=C1CCCC1)c1cccs1	10	98	8	0.3	102
22	O=c1[nH]c2cc([N+](=O)[O-])c(NCCO)c([N+](=O)[O-])c2[nH]1	1	105	5	-11	104
23	C/C(=N\NC(=O)c1nn(C)c(C)c1Br)c1ccc(NC(=O)c2ccc(C)s2)cc1	-3	102	9	-1.1	96
24	COC(=O)c1c(NC(=O)Cc2cccs2)sc(C)c1C	0	102	0	-0.6	96

nr	BCLXL inh	GLD-1 TGE inh	GRK2 aptamer HTS	VLA-4 inh
13	5	3	0	4
14	3	10	1	7
15	4	-3	0	-3
16	-1	-3	1	12
17	/	/	0	2
18	4	6	1	17
19	2	2	0	10
20	9	1	2	-3
21	2	-4	1	21
22	9	2	2	9
23	-2	-2	0	2
24	-4	4	1	-1

Remaining list, next part.
nr	SMILES	Fam108B counter	CIT2 TOR yeast	MCL1 BIM primary	MEX-5 binding	AGP1 TOR yeast
25	CS(=O)(=O)c1ccc(Cl)c(NC(=O)COC(=O)c2cccc(C#N)c2)c1	0	94	-4	-4.9	99
26	CC1=C(C(=O)OC2CCCCC2)C(c2cccc([N+](=O)[O-])c2)NC(=O)N1 (stereo unspecified)	0	103	2	-1.7	99
27	CCCCCOC(=O)c1ccc(OC(=O)c2cncc(Br)c2)cc1	0	97	6	-0.6	96
28	Cc1ccsc1C(=O)OCC(=O)c1cc(C)n(C)c1C	/	99	/	/	109
29	Cc1sc(NC(=O)CSC2=NCCS2)nc1-c1ccccc1	4	103	9	0.7	94
30	COc1ccc(-n2nnnc2SCC(=O)NCCc2ccccc2)cc1OC	-5	95	6	0.2	96
31	Cc1cccc(C)c1NC(=O)c1cn(-c2ccccc2)nc1-c1ccccc1	0	94	2	1.0	100
32	CCc1ccc(NC(=O)[C@H](Cc2c[nH]c3ccccc23)NC(=O)[C@@H]2Cc3ccccc3CN2)cc1	-3	97	0	-0.4	101
33	CCCCNC(=O)Cn1c(=O)c2c(ncn2CC)n(Cc2ccccc2)c1=O	-2	104	4	1.4	106
34	CN(C)CCCNC(=S)N(CCCO)Cc1cc2cc3c(cc2[nH]c1=O)OCO3	-4	104	4	-0.2	91
35	CCOC(=O)CN1C(=O)COc2ccc(C(C)(C)C)cc21	-4	98	1	0.1	93
36	CCc1ccc(CN(C)C(=O)c2ccc3c(=O)n4c(nc3c2)CCC4)cc1	-1	117	1	-4.2	87

nr	BCLXL inh	GLD-1 TGE inh	GRK2 aptamer HTS	VLA-4 inh
25	-4	1	1	2
26	18	0	0	6
27	4	-1	0	20
28	/	2	46*	13
29	3	1	1	0
30	7	2	0	6
31	4	3	0	-10
32	-2	7	0	6
33	5	0	3	21
34	4	1	/	6
35	-9	-3	1	-4
36	1	-5	1	10

Arranged by heavy-atom count (largest number first): some entries from above.
nr	SMILES	Fam108B counter	CIT2 TOR yeast	MCL1 BIM primary	MEX-5 binding	AGP1 TOR yeast
34	CN(C)CCCNC(=S)N(CCCO)Cc1cc2cc3c(cc2[nH]c1=O)OCO3	-4	104	4	-0.2	91
36	CCc1ccc(CN(C)C(=O)c2ccc3c(=O)n4c(nc3c2)CCC4)cc1	-1	117	1	-4.2	87
26	CC1=C(C(=O)OC2CCCCC2)C(c2cccc([N+](=O)[O-])c2)NC(=O)N1 (stereo unspecified)	0	103	2	-1.7	99
29	Cc1sc(NC(=O)CSC2=NCCS2)nc1-c1ccccc1	4	103	9	0.7	94
35	CCOC(=O)CN1C(=O)COc2ccc(C(C)(C)C)cc21	-4	98	1	0.1	93
28	Cc1ccsc1C(=O)OCC(=O)c1cc(C)n(C)c1C	/	99	/	/	109

nr	BCLXL inh	GLD-1 TGE inh	GRK2 aptamer HTS	VLA-4 inh
34	4	1	/	6
36	1	-5	1	10
26	18	0	0	6
29	3	1	1	0
35	-9	-3	1	-4
28	/	2	46*	13

The results go on.
nr	SMILES	Fam108B counter	CIT2 TOR yeast	MCL1 BIM primary	MEX-5 binding	AGP1 TOR yeast
37	O=C(O)c1cccc(NC(=S)N/N=C/c2ccccn2)c1	-1	100	34	-6.0	103
38	Cc1cc(S(=O)(=O)N2CCC(NC(=O)C34CC5CC(CC(C5)C3)C4)CC2)ccc1-n1cnnn1	-2	96	4	-1.9	102
39	COc1ccc(C2=NS(=O)(=O)N(C)C(C(=O)NCc3ccccn3)=C2)cc1	1	98	9	-2.8	99
40	COc1ccc2nc(NC(=S)N(C)C)sc2c1	8	96	5	0.9	96
41	CC(=O)Nc1ccc(NC(=O)CN(c2ccccc2Cl)S(C)(=O)=O)cc1	2	78	5	-4.1	81
42	CC(C)c1cccc(C2=CC(=O)C[C@H](c3ccc(F)cc3)C2)c1	/	105	-10	/	96
43	Cc1cccc(CS(=O)(=O)Cc2ccc(C(=O)NCc3ccccc3)o2)c1	3	94	3	4.9	87
44	CC(=O)Nc1oc(-c2cccc3ccccc23)nc1C#N	/	100	3	/	95
45	CCCCC(=O)Nc1ccc(C(=O)NCC(=O)OC)cc1	0	98	2	1.0	94
46	O=C(NC1CC1)C1=C[C@@H](c2csc3ccccc23)C[C@@H](OCCCCO)O1	-1	84	2	1.8	90
47	COc1ccc2c(c1)c(=O)oc1c(C)c(OC(C)C(=O)NCC3CCC(C(=O)O)CC3)ccc12 (stereo unspecified)	-1	91	2	-0.4	99
48	O=C(CSc1ccc2nnc(-c3ccccn3)n2n1)Nc1ccccc1C(F)(F)F	0	99	2	0.7	103

nr	BCLXL inh	GLD-1 TGE inh	GRK2 aptamer HTS	VLA-4 inh
37	15	5	0	2
38	4	6	0	6
39	7	7	1	-78
40	4	9	0	9
41	4	4	4	28
42	-2	-3	0	-12
43	2	2	2	1
44	3	4	2	9
45	0	3	0	15
46	6	2	0	17
47	1	9	1	22
48	6	1	2	18

Following part:
nr	SMILES	Fam108B counter	CIT2 TOR yeast	MCL1 BIM primary	MEX-5 binding	AGP1 TOR yeast
49	Cc1nc(N2CCN(c3ccccc3)CC2)nc2c1C(=O)CC(C)C2 (stereo unspecified)	1	97	-3	1.8	101
50	CCN(C(=O)CSc1nc2ccc(C)cc2[nH]1)C1CCS(=O)(=O)C1 (stereo unspecified)	/	85	/	/	91
51	C=CCOC(=O)C1=C(C)Nc2ncnn2C1c1cc(Br)ccc1F (stereo unspecified)	-2	101	6	1.7	123
52	O=C(O)CCC(=O)NN1C(=O)c2ccccc2NC1c1ccco1 (stereo unspecified)	-1	98	3	0.7	102
53	C#CCn1c(C)cc(C)c(S(=O)(=O)c2ccccc2)c1=O	2	96	7	0.1	88
54	CCOC(=O)N1CCN(S(=O)(=O)N2CCCC(C(=O)NCCc3ccc(Cl)cc3)C2)CC1 (stereo unspecified)	1	101	6	-0.6	99
55	CS(=O)(=O)N1CCc2cc(C(=O)Nc3ccc(COCC(F)(F)F)cc3)ccc21	4	155*	3	-0.6	103
56	N#CC1=C(N)C(C#N)(C#N)[C@H](c2c(F)cccc2F)[C@H]2CC3(CC=C12)OCCO3	-2	117	62*	-11	111
57	CC1=C(C(=O)OCC2CCCO2)C(c2ccc(O)cc2)NC(=O)N1 (stereo unspecified)	4	108	2	-1.9	97
58	Cc1cccc(C)c1NC(=O)C(c1ccc([N+](=O)[O-])cc1)N1CCCCC1 (stereo unspecified)	-1	96	2	-0.2	97
59	N#CCC(=O)Nc1ccc(C(=O)OCC(=O)NCCCc2ccccc2)cc1	-8	104	1	0.4	103
60	CCOc1ccc(C(=O)N2CCN(c3ncccn3)CC2)cc1	-1	106	1	-2.3	111
61	CCN(CC)CCOc1c(Br)ccc2c1sc1nc3n(c(=O)c12)CCC3	1	97	6	2.9	/
62	CCOC(=O)C1CCCCN1C(=O)c1ccc2nc(Cc3ccc(OC)cc3)oc2c1 (stereo unspecified)	-4	92	-3	-0.3	102

nr	BCLXL inh	GLD-1 TGE inh	GRK2 aptamer HTS	VLA-4 inh
49	1	7	0	-3
50	/	1	0	6
51	6	1	2	1
52	6	0	0	10
53	6	-8	4	-6
54	7	5	3	6
55	2	7	0	8
56	58*	55*	0	0
57	-1	1	0	2
58	-5	2	1	-10
59	4	-14	2	15
60	4	1	1	-1
61	6	9	0	6
62	6	9	5	3
